High-throughput results deposited in PubChem BioAssay by several laboratories.
MazF activator: MazEF (E. coli) toxin RNase activation | FAM/BHQ RNA-DNA oligo cleavage fluorescence, 5 h | activation, % at 20 µM | 0.32% of 350,000 active; in the data active = activation above about 50%
Target sequence (P0AE70 whole entry, looked up): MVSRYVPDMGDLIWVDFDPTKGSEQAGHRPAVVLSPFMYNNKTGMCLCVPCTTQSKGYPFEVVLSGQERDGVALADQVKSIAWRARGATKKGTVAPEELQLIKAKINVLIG
VHR inh abs: inhibitors of human VHR1 phosphatase (DUSP3). recombinant VHR phosphatase, pNPP absorbance. inhibition, % at 13.3 µM. 0.52% of 290,000 active. AID 1654; in the data active = inhibition above about 50%; note: some compounds called inactive have numbers as strong as hits
Target sequence (P51452 whole entry, looked up): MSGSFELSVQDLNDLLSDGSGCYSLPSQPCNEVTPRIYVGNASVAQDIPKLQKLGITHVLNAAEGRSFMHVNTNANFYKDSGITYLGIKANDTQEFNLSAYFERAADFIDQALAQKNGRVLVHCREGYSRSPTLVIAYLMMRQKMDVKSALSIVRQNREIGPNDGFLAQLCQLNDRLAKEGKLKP
UGM FP inh: inhibitors of M. tuberculosis UDP-galactopyranose mutase. 0.06% of 320,000 active. inhibition, % at 10 µM. purified UGM, fluorescence polarization probe displacement. P9WIQ1; in the data active = inhibition above about 10%, passing the limit was not always enough; inconclusive = no clear call, values can overlap the other calls
Mtb BioA inh: inhibitors of Mycobacterium tuberculosis BioA enzyme; purified M. tuberculosis BioA enzyme, plate reader; inhibition, % at 9.99 µM; 0.096% of 360,000 active; in the data active = inhibition above about 40%; inconclusive = no clear call, values can overlap the other calls
CCHFV vOTU inh: CCHFV vOTU protease inhibition; Pep-AMC fluorescence; inhibition, % at 11.5 µM; 0.55% of 370,000 active; note: 0% = vehicle wells with enzyme and 100% = no enzyme wells
Rv3671c protease: inhibits the M. tuberculosis serine protease Rv3671c; P9WHR9; inhibition, % at 5.96 µM; 0.048% of 320,000 active; in the data active = inhibition above about 38%;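 note: extracellular domain of Rv3671c used as enzyme; 0% = enzyme with DMSO and 100% = no enzyme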
Target sequence (P9WHR9 whole entry, looked up, the tested form may be a part): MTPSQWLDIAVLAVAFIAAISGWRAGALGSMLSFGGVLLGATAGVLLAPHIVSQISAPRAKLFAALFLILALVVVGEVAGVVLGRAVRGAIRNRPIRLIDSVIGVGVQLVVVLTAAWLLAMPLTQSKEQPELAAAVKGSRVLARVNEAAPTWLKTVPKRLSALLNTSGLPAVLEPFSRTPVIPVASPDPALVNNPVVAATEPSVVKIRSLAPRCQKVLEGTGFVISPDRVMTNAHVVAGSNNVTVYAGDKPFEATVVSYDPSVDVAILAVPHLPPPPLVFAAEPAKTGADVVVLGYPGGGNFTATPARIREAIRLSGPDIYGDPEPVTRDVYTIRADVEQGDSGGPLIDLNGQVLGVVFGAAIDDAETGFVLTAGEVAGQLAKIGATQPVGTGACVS
FBA Mtb inh: Mtb fructose-bisphosphate aldolase inhibition. P9WQA3. 2.3% of 360,000 active. purified M. tuberculosis FBA, fluorescence read-out. inhibition, % at 1 µM; in the data active = inhibition above about 27%;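 note: 0% = vehicle and 100% = reference inhibitor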
Target sequence (P9WQA3 whole entry, looked up): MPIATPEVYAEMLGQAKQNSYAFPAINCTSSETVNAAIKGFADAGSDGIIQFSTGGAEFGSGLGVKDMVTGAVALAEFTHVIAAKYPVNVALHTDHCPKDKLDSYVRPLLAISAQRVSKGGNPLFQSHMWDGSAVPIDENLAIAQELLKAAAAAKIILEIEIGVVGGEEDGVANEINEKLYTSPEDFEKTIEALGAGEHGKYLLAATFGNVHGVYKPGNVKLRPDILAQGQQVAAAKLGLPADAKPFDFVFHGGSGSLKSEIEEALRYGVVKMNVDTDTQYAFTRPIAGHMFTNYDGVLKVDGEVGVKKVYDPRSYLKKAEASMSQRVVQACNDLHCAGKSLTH
BoNT F protease: blocks Botulinum neurotoxin F light chain protease. Multiplex microsphere protease cleavage assay, flow cytometry. 0.22% of 360,000 active. inhibition, % at 10 µM; in the data active = inhibition above about 35%, passing the limit was not always enough; inconclusive = no clear call, values can overlap the other calls; note: plate controls were buffer without enzyme for full effect and enzyme alone for no effect
GDH-TPI counter: inhibits GDH-TPI coupling enzymes, artifact for Mtb FBA screen | GDH-TPI coupled enzyme counterscreen, NADH absorbance | inhibition, % at 4.8 µM | 1.2% of 360,000 active | AID 588335;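 note: 0% = DMSO wells and 100% = wells lacking the enzyme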
FadD28 FP inh: M. tuberculosis FadD28 bisubstrate binding inhibition. FadD28 bisubstrate probe binding, fluorescence polarization. inhibition, % at 12.5 µM. 0.22% of 360,000 active; in the data active = inhibition above about 8.5%, passing the limit was not always enough; inconclusive = no clear call, values can overlap the other calls
An asterisk follows results filed as active; ? = inconclusive; . = no result given; & = joins results of further samples. Cut-off read from the data, not from the text of the source, unless noted: active = inhibition above about 30%; inactive = the rest.

SMILES	MazF activator	VHR inh abs	UGM FP inh	Mtb BioA inh	CCHFV vOTU inh	Rv3671c protease	FBA Mtb inh	BoNT F protease	GDH-TPI counter	FadD28 FP inh
CCn1c(SCC(=O)N2CCN(c3ccc(Cl)cc3)CC2)nc2ccccc2c1=O	2	10	0.0	0.4	-17	3	0	-13	-3	-3.1
Cc1cc(/C=C2\SC(=S)N(C)C2=O)c(C)n1-c1ccccc1O	-47	.	-3.2	-4.5	22	-10	-21	9	1	0.1
CCc1cc2cc(C)cc(C)c2nc1Cl	-2	-3	-2.7	1.5	2	6	-2	-1	-9	-4.7
CCCCCCCCCCCCn1ccc(=N)cc1	-7	21	0.7	7.2	19	4	2	?	-2	-10
CCOc1ccc(NC(=O)CC2C(=O)NCCN2C(=O)c2ccc(Cl)cc2)cc1 (stereo not drawn)	4	34	1.5	.	-2	-6	-1	2	-3	-1.3
O=C(C1=C[C@@H](c2ccc(C(F)(F)F)cc2)C[C@@H](OCCCCO)O1)N1CCN(Cc2ccc3c(c2)OCO3)CC1	8	7	2.2	0.9&0.1	.	-6	1	-1	4	-5.5
COc1ccc(/C=C/C(=O)NC(=S)NCc2ccccc2)cc1OC	-10	18	1.9	.	5	0	6	-5	28	-0.8
COc1ccc(C(C[N+](=O)[O-])c2c(C)[nH]n(-c3ccccc3)c2=O)cc1 (stereo not drawn)	9	.	0.9	-0.1	100*	-159	2	5	2	-3.7
CC(NC(=S)Nc1cccc(F)c1)C(c1cccs1)N1CCOCC1 (stereo not drawn)	-3	-7	0.5	1.5	-3	6	2	1	-10	-0.2
COc1cc(CNCc2cccc(OC)c2OC)cc(OC)c1	6	16	1.1	-1.6	4	9	-2	-17	-7	-0.7
c1ccc(-c2cc3ccccc3[nH]2)cc1	12	21	-2.8	-2.5	-2	9	60*	-14	5	0.4
CCOC(=O)C1CCN(C(=O)c2ccc(Cl)c(S(=O)(=O)N3CCCC3)c2)CC1	4	-12	-2.8	12	-2	1	0	-2	6	-0.2
Cc1cccc(OCCC(=O)NNC(=O)c2ccoc2C)c1	8	.	-2.5	-1.6	-11	17	5	8	1	-0.8
COc1ccc(/C=C/CN2CCCC(C(=O)c3ccc(OC)c(F)c3)C2)cc1 (stereo not drawn)	4	5	-0.6	.	-15	4	-5	-2	-4	-6.1
CCOC1=CC(=O)OC(c2ccccc2)C1 (stereo not drawn)	1	.	.	4.8	0	.	0	0	5	0.9
CCOC(=O)N1CCC(NC(=O)c2cc3cc4cc(OC)ccc4nc3o2)CC1	-25	26	0.8	-1.0	-20	9	86*	5	17	-0.1
Cc1ccc(NC(=O)COc2cccc(Oc3ccccc3)c2)cc1S(=O)(=O)N1CCOCC1	0	.	-0.8	5.2	-2	-48	-1	-12	0	-4.2
COc1ccccc1C(=O)Oc1ccc(N2C(=O)CCC2=O)cc1	0	-8	1.0	-0.8	-2	3	0	-8	-2	-3.0
CCN(CC(=O)NCc1cccs1)C(=O)CCC(=O)c1ccc(C)cc1	-7	.	-1.3	-1.9	-7	5	-1	-3	-9	-1.5
CCOC(=O)c1sc(NC(=O)CSc2nc(C)cc(C)n2)c(C#N)c1C	-6	13	0.2	.	-3	1	7	-1	32*	-1.2
CN(C)CCNC(=O)NC1CCCCC1	6	11	-3.9	1.0	-1	14	1	-7	4	-1.8
COc1ccc(CCNC(=O)CSc2n[nH]c(N)n2)cc1OC	11	1	2.9	6.2	13	-5	-6	6	-3	-1.6
O=C(CSc1ccc2nnc(-c3ccccn3)n2n1)NCC1CCCO1 (stereo not drawn)	7	32	0.4	0.8	0	-10	12	-13	-2	-3.1
COC(=O)C1=C(C)N(CCCC(=O)O)C(=O)NC1c1cccs1 (stereo not drawn)	8	-30	1.9	-3.8	-1	0	1	-2	4	-0.4
COc1ccc(S(=O)(=O)N2CCCCC2)cc1NC(=O)c1cncc(Br)c1	7	.	-1.2	0.8	16	-5	-1	-1	5	-3.2
CNC(=S)N1N=C(c2ccc(Br)cc2)CC1c1ccc(OC)cc1 (stereo not drawn)	2	-7	-2.1	.	5	-22	-2	0	17	-3.0
CCCCN(Cc1ccccc1)S(=O)(=O)c1c(N)n(C)c(=O)n(C)c1=O	3	41	0.7	0.5	-5	1	-2	0	-6	-1.2
Nc1ccc(NC(=O)CCN2CCOCC2)cc1	3	4	-1.4	-2.0	-3	.	1	-17	5	-0.1
O=C(COc1ccccc1Cl)NCCNC(=O)c1ccccn1	4	33	0.1	-0.8	-16	-10	2	2	0	0.1
CCC(CC)NC(=O)C1CC(=O)N(CCc2ccc(F)cc2)C1 (stereo not drawn)	7	5	-2.1	-0.4	-11	-8	1	-4	0	-2.4
Cc1ccc(C(=O)c2c[nH]c(C(=O)NCCCN3CCOCC3)c2)cc1	-4	33	0.2	-2.3	2	-3	-1	-9	-3	-1.4
Cc1nn(-c2ccc(F)cc2)c(Cl)c1C(=O)N(C)CC(=O)Nc1cccc(F)c1	9	.	1.9	12	0	-1	-2	.	5	2.6
O=C(O)c1ccc(CSc2nnc(-c3ccccc3)n2-c2ccccc2)cc1	3	2	2.2	.	0	6	1	-4	-1	-3.8
Cc1ccc(/C=C/C(=O)Nc2ccccc2C(N)=O)cc1	-3	-4	0.5	.	16	-3	-8	-4	16	-5.5
NC(=O)C(c1ccc(Cl)cc1Cl)c1ncc(C(F)(F)F)cc1Cl (stereo not drawn)	-7	25	-0.1	5.1	19	-2	6	0	-1	-6.2
COC(=O)C(Cc1c[nH]c2ccccc12)NC(=O)c1cccs1 (stereo not drawn)	5	13	3.9	1.7	-5	8	1	?	6	-2.7
O=S(=O)(CS(=O)(=O)Oc1ccccc1)Oc1ccccc1	5	.	.	.	0	.	-1	-2	-1	-1.8
COc1ccccc1NC(=O)CSc1nnc(-c2ccoc2C)o1	8	.	0.2	0.7	-3	4	1	-13	4	-2.8
COc1ccc(CN2CCNC(=O)C2CC(=O)NCCCC2CCCC2)c(F)c1 (stereo not drawn)	-2	-2	-1.2	-0.4	16	-10	0	-9	-1	-2.4
COC(=O)[C@H](C)NC(=O)NCc1ccccc1F	5	18	-1.9	-1.2	-5	7	3	3	15	0.7
CCC(C)C(NC(=O)c1ccccc1NC(=O)c1ccc(OC)cc1)C(=O)NCCCn1ccnc1 (stereo not drawn)	7	6	1.7	1.1	5	-1	-3	-21	3	-3.0
Clc1cccc(-c2nc3c4ccccc4ccn3c2Cc2ccccc2)c1	.	.	.	6.7	-7	.	6	-8	.	-1.8
O=C(CCCOc1ccc(Cl)cc1Cl)Nc1ncccn1	-3	-7	-3.7	0.2	-16	9	0	.	6	-2.9
Cc1ccc(NC(=O)CS(=O)CC(=O)Nc2cnc3ccccc3c2)cc1Cl (stereo not drawn)	0	12	-0.5	.	-4	-9	1	6	-7	.
COc1cc(C2NC(=O)N(C)C(C)=C2C(=O)OCc2ccccc2)cc(Br)c1O (stereo not drawn)	4	-7	-1.6	1.4	-14	-1	2	-46	4	-1.0
Cc1cc(C)c(C(CC(=O)c2cccs2)C(C#N)C#N)c(C)c1 (stereo not drawn)	-1	-2	-0.4	.	13	-12	1	-1	-4	-3.5
Cn1c(CCN2CCN(c3ccccn3)CC2)nc2cc(NS(=O)(=O)c3ccc(F)cc3)ccc21	8	.	.	1.1	-6	.	-1	-11	-12	-4.0
O=C1CCCCC1(CCc1ccncc1)CCc1ccncc1	-2	.	.	2.5	5	.	1	-7	9	.

As a working copy, part of the list above:
SMILES	MazF activator	VHR inh abs	UGM FP inh	Mtb BioA inh	CCHFV vOTU inh	Rv3671c protease	FBA Mtb inh	BoNT F protease	GDH-TPI counter	FadD28 FP inh
O=S(=O)(CS(=O)(=O)Oc1ccccc1)Oc1ccccc1	5	.	.	.	0	.	-1	-2	-1	-1.8
COc1ccccc1NC(=O)CSc1nnc(-c2ccoc2C)o1	8	.	0.2	0.7	-3	4	1	-13	4	-2.8
COc1ccc(CN2CCNC(=O)C2CC(=O)NCCCC2CCCC2)c(F)c1 (stereo not drawn)	-2	-2	-1.2	-0.4	16	-10	0	-9	-1	-2.4
COC(=O)[C@H](C)NC(=O)NCc1ccccc1F	5	18	-1.9	-1.2	-5	7	3	3	15	0.7
CCC(C)C(NC(=O)c1ccccc1NC(=O)c1ccc(OC)cc1)C(=O)NCCCn1ccnc1 (stereo not drawn)	7	6	1.7	1.1	5	-1	-3	-21	3	-3.0

Later entries
SMILES	MazF activator	VHR inh abs	UGM FP inh	Mtb BioA inh	CCHFV vOTU inh	Rv3671c protease	FBA Mtb inh	BoNT F protease	GDH-TPI counter	FadD28 FP inh
COc1cc(Cl)c(S(=O)(=O)NCc2ccccn2)cc1Cl	-3	36	1.1	.	-3	-7	0	-16	18	0.7
CC(CNC(=O)c1ccco1)NC(=O)c1ccco1 (stereo not drawn)	11	14	1.1	0.7	15	-5	-1	-4	2	-2.7
COc1ccc(N2CCN(C(=S)Nc3ccccc3)CC2)cc1	-1	16	-0.2	-1.3	-7	-3	-2	?	-2	-0.3
CCC1Oc2ccc(C)cc2N(CC(=O)N(Cc2ccc(C)o2)C2CCCC2)C1=O (stereo not drawn)	-5	16	-0.4	-1.2	10	-3	-5	12	-5	-2.1
Cc1cccc2c(C(=O)N3CCN(C(=O)c4ccco4)CC3)cc(-c3cccc(Br)c3)nc12	-2	48	-2.3	.	13	1	1	-8	4	-4.5
O=[N+]([O-])c1cc(C(F)(F)F)ccc1-n1nnc2ccccc21	5	-8	0.1	1.0	-13	-7	-2	3	9	-1.5
COc1ccc(CN(Cc2ccc(OC)cc2)S(=O)(=O)c2ccc(-n3cnnn3)c(C)c2)cc1	0	-9	3.6	1.1	7	3	0	0	-6	-2.9
Nc1c(N(CCC2=CCCCC2)C(=O)COc2ccc(F)cc2)c(=O)[nH]c(=O)n1Cc1ccccc1	-10	.	0.6	-1.8	.	-25	-1	-1	7	-0.6
CCS(=O)(=O)NCCc1csc(-c2ccccc2)n1	-2	4	-1.4	-2.9	-7	2	7	-3	3	-1.4
Cc1ccc2c(c1)Cc1nc3ccccc3nc1-2	-2	-12	-2.7	.	-66	-2	57*	-3	8	-2.9
CN1CCN(C(=S)Nc2ccc(S(N)(=O)=O)cc2)CC1	3	32	0.0	.	-7	-2	-3	-3	-5	-3.1
O=C(NC(=S)Nc1cccc([N+](=O)[O-])c1)c1ccco1	2	-11	-1.7	.	-12	-2	-2	-2	4	-2.9
CC(C)CN1C(=S)SC(C)(C)C1n1oc(=O)n(-c2ccc(Cl)cc2)c1=O (stereo not drawn)	2	0	-0.8	.	.	2	1	-14	4	-7.5
Cc1ccc(NC(=O)CN(C)S(=O)(=O)c2cccs2)c(Br)c1	-10	0	1.1	-0.2	-4	-3	1	4	9	-5.5
CCN(CC(=O)Nc1sc2c(c1C#N)CCCC2)Cc1nc2ccccc2c(=O)[nH]1	4	0	-0.8	.	-1	-2	1	-4	10	-2.4
Cc1ccc(S(=O)(=O)c2c[nH]c3ccc(C)cc3c2=O)cc1	2	-9	-0.7	-0.6	-7	.	0	?	3	-1.8
COc1ccc(CC(=O)NCc2nnc(SCC(=O)Nc3nccs3)n2C)cc1	6	15	3.2	.	9	3	6	-2	4	-0.2
O=C(CCCCn1c(=O)c2ccccc2n(CC(=O)NC2CCCC2)c1=O)NC1CCCC1	1	4	3.0	-0.2	10	-3	0	-13	3	-0.5
Cc1ccc2c(c1)sc1nc(=O)n(-c3ccccc3)c(=O)n12	3	4	-4.1	.	-4	4	-3	0	0	0.2
Cc1ccc(-c2csc(NC(=O)COC(=O)c3cccc(S(=O)(=O)N4CCOCC4)c3)n2)cc1	-49	26	-0.8	.	-4	-9	.	.	.	.
CN(CC(=O)Nc1cccc(F)c1)C(=O)c1cccnc1Sc1ccccc1Cl	-7	.	0.4	-1.4	-12	1	4	0	12	-1.0
Cc1nc2cc(-c3ccccc3)nn2c(C)c1CCC(=O)N1CCC2(CC1)OCCO2	0	-8	0.0	-0.3	-1	-12	3	-1	28	-2.0
CCn1ncc(C2=NOC(C(=O)Nc3cccc(C(C)=O)c3)C2)c1C (stereo not drawn)	-2	2	-0.7	.	-10	4	-1	3	7	0.4
